Rev-erbA mod: Rev-erb alpha (human) modulation; Rev-erbα–FITC-DNA binding, fluorescence polarization, 90 min; AID 1259318; activity, % at 10 µM; hit rate 0.79% among 370,000; P20393;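 active means activity above about 14%, limit read from the data; passing the limit was not always enough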;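 further: 0% = DMSO wells with 35 nM protein and 100% = DMSO wells with 750 nM protein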
mABHD4 FP: inhibits mouse alpha/beta hydrolase domain 4. purified mABHD4, FP-Rh probe fluorescence polarization. inhibition, % at 8.92 µM. hit rate 0.54% among 370,000. AID 720543;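 active means inhibition exceeding the mean over every tested compound plus 3 SD, cut at about 30% in these data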;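 further: 0% = plate median of compound wells and 100% = S159A mutant with DMSO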
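Test system: mABHD4 protein; Read-out basis: % inhibition; Incubation: 45 min + 60 min at 25 °C; Repeats: single replicate; Technique: fluorescence polarization with parallel and perpendicular emission, 525/598 nm; Compound: 8.92 µM, single dose; Benchmarks: full inhibition S159A mutant plus DMSO, zero as sample-well median.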
NPR1 activator: GC-A (human) enzyme activation | P16066 | HEK293 GC-A cells, cGMP TR-FRET, EC30 ANP; 0% at EC30 ANP, 100% saturating ANP | activation, % at 10 µM | hit rate 0.14% among 370,000 | AID 1671463; in the data active means activation above about 40%
SMARCA2 activ: activators of SMARCA2 function; MG213 cells, MMTV-luciferase reporter, dexamethasone, overnight; activation, % at 9.1 µM; hit rate 1% among 370,000; in the data active means activation above about 7.8%;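 further: 0% = vehicle wells and 100% = reference activator wells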
ARFGAP1 inhibitor: rat ARFGAP1 inhibition | AID 651572 | inhibition, % at 16.5 µM | Q62848 | hit rate 0.26% among 360,000 | Arfgap1-stimulated ARF1 GTP hydrolysis, GDP FP detection;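 active means inhibition above a per-plate limit, mean inhibition of low control wells plus 3 SD, cut at about 25% in these data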;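 further: 0% = DMSO wells with enzyme and 100% = wells lacking Arfgap1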
Target sequence (Q62848 1-136 limits assumed): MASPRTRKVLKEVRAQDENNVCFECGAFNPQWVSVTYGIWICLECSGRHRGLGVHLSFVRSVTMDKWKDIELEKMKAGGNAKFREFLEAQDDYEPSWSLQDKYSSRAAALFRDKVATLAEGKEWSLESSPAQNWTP
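Assay system: purified rat His6-Arfgap1 residues 1-136 (GAP domain); Reagent: human Δ17 ARF1 bound to GTP; Dosing: 16.5 µM single point, 1.26% DMSO; Times: GTP hydrolysis reaction 2 h at 25 °C; Signal: FP, GDP Alexa 633 tracer displaced from anti-GDP antibody, 620/688 nm; Measure: % inhibition from polarization.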
GC-B act: GC-B (human) receptor activation; hit rate 0.11% among 370,000; activation, % at 10 µM; AID 1920062; HEK293-GC-B cells, CNP EC30, cGMP TR-FRET; 0% at EC30 CNP, 100% saturating CNP; P20594;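 active means activation at 10 µM reaching about 35% in either raw or pattern-adjusted values, limit read from the data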
rCAG binder: binds r(CAG) RNA repeats | r(CAG) RNA repeat, TO-PRO-1 dye displacement fluorescence | inhibition, % at 3 µM | hit rate 1.3% among 370,000 | AID 651821;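 active means inhibition above the plate cutoff, the mean of all test compounds on that plate plus 3 SD, cut at about 35% in these data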;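 further: 0% = DMSO alone and 100% = 100 µM mitoxantrone as full dye displacement; higher means more dye released from RNA so lower well fluorescence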
PG9 Ab binder: small molecules binding HIV-1 gp120 antibody PG9; hit rate 0.43% among 360,000; TR-FRET gp120-PG9 antibody binding; inhibition, % at 6.7 µM; in the data active means inhibition above about 8.5%
ASAP1 inh: inhibitors of human ASAP1 ArfGAP activity; ASAP1-stimulated ARF1 GTP hydrolysis, GDP FP detection; hit rate 0.19% among 360,000; Q9ULH1; inhibition, % at 16.5 µM; in the data active means inhibition above about 25%;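 further: 0% = vehicle with enzyme and substrate and 100% = no enzyme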
Target sequence (Q9ULH1 325-724 limits assumed): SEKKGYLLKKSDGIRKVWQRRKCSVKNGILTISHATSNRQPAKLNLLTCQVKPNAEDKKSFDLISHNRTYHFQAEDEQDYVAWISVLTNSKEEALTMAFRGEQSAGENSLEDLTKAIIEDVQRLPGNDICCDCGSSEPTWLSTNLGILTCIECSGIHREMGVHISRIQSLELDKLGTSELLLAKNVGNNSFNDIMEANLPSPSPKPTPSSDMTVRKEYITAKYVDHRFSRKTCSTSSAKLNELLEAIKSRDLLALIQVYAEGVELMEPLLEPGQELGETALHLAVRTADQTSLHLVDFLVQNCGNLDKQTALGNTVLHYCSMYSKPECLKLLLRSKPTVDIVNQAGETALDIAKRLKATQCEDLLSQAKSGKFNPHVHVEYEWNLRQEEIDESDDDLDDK
HTRA1 inhibitor: blocks human HTRA1 serine peptidase; recombinant HTRA1, FP-rhodamine activity-based probe, fluorescence polarization; inhibition, % at 5.96 µM; hit rate 0.5% among 340,000; AID 504803; in the data active means inhibition above about 36%;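 further: 0% = enzyme with DMSO and 100% = wells lacking enzyme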
Target sequence (Q92743 whole entry, looked up): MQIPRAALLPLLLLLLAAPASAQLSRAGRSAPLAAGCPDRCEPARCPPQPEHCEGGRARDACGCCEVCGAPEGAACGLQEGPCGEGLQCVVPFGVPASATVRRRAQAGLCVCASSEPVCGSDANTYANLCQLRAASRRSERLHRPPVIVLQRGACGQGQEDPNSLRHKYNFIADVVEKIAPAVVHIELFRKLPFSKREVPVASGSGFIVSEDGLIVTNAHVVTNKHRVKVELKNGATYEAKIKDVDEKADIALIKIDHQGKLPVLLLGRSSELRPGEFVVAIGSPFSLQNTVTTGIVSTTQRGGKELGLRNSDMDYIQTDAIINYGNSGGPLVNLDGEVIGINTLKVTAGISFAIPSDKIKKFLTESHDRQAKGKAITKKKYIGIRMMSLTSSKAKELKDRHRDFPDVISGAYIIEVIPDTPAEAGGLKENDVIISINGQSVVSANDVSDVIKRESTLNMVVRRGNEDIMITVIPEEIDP
* marks the source's active call; other numbers are inactive results; / = not tested or not shown. Rows were taken by chance; about 4.4% have a hit in one of these screens.

cpd | compound | rCAG binder | SMARCA2 activ | NPR1 activator | ARFGAP1 inhibitor | GC-B act | mABHD4 FP | Rev-erbA mod | ASAP1 inh | PG9 Ab binder | HTRA1 inhibitor
1 | COc1ccc2cc1Oc1ccc(cc1)C[C@H]1c3cc(c(OC)cc3CCN1C)Oc1c(OC)c(OC)cc3c1[C@H](C2)N(C)CC3 | 5 | 8 | -9 | -2 | -7 | -1 | -5 | 1 | -1.5 | 0
2 | CCCCC(NC(=O)Cc1c(C)c2cc3c(-c4ccccc4)coc3c(C)c2oc1=O)C(=O)O (configuration not stated) | 37* | 3 | 1 | -12 | 1 | -5 | -3 | 6 | -2.6 | -9
3 | COC(=O)C(Cc1ccc(O)cc1)NS(=O)(=O)Cc1ccccc1 (configuration not stated) | 3 | -2 | 1 | -4 | 2 | -2 | 1 | -5 | 1.9 | /
4 | COc1cc(NC(=O)C2CCCN2C(=O)OCc2ccccc2)cc(OC)c1 (configuration not stated) | -1 | 1 | -6 | 1 | -4 | 3 | 1 | -16 | -1.4 | 2
5 | COc1ccc(-c2c3c(=O)n(C)c(=O)n(C)c3cn2N2CCOCC2)cc1 | -3 | 0 | 0 | 7 | -5 | 5 | 2 | -7 | -0.4 | 4
6 | CCCCN(C(=O)c1cc(-c2ccco2)nc2ccccc12)c1c(N)n(CCCC)c(=O)[nH]c1=O | 22 | -1 | -3 | -7 | -13 | 7 | -17 | -17 | 3.4 | 4
7 | Cc1cc(-c2ccccc2)n2nc(C)c(C#N)c2n1 | -2 | -2 | 2 | 5 | 0 | 7 | -3 | 3 | 0.6 | 2
8 | CC(=O)Nc1ccccc1OCC(=O)N(Cc1ccccc1)C(C)C | -1 | 0 | -2 | 12 | -1 | -3 | -4 | 10 | -1.4 | -1
9 | O=C(CSc1nnc(-c2cccs2)n1-c1ccccc1)N1CCCC1 | -3 | -1 | 2 | -1 | 0 | 2 | -1 | 0 | -5.2 | -2
10 | COc1ccc(/C=C2/CN(Cc3ccc(OC)cc3OC)C3=N[C@H](c4ccccc4)CC(=O)N32)cc1 | 6 | -3 | -4 | / | -4 | -6 | 4 | / | / | /
11 | CCN1C(=O)/C(=C\c2cccn2-c2ccc([N+](=O)[O-])cc2)N(CC)C1=S | -1 | -2 | -5 | 15 | -4 | 3 | 0 | 0 | 1.6 | 2
12 | COc1cccc(N2C(N)=NC(N)=NC2(C)C)c1 | 1 | 1 | 0 | -15 | 3 | 12 | 3 | 0 | -0.1 | 1
13 | CCCOc1ccc(F)cc1-c1cc(C(=O)NCc2ccccc2)[nH]n1 | 0 | 0 | 9 | -1 | 5 | -25 | 1 | -6 | -0.7 | /
14 | CCC(=O)N[C@@H]1C[C@@H]2O[C@@H](CO)CC[C@@H]2O[C@@H]1CCc1ccc(-c2cccc(OC)c2)cc1 | 0 | -3 | -3 | / | -5 | -6 | -1 | / | / | /
15 | CCC(C)[C@H]1CNC(=S)N1CCc1cc(C(F)(F)F)cc(C(F)(F)F)c1 (some centres not stated) | -12 | 0 | -2 | 1 | -1 | -7 | 5 | 0 | -0.4 | -36
16 | CCOc1ccc(-n2c(-c3ccco3)n[nH]c2=S)cc1 | -1 | 0 | 0 | 5 | -1 | 10 | 2 | -4 | 1.8 | -3
17 | CC(=O)N1CCOc2ccc(S(=O)(=O)N3CCN(c4cccc(C(F)(F)F)c4)CC3)cc21 | 2 | -2 | -4 | 9 | -6 | -10 | -3 | -15 | 0.2 | -24
18 | O=c1c2cccnc2[nH]c(=S)n1CCC1=CCCCC1 | -1 | -2 | 2 | 4 | -7 | 0 | -3 | -4 | 1.6 | 0
19 | S=C(c1ccc(N2CCOCC2)cc1)N1CCOCC1 | -1 | -1 | 3 | 13 | -3 | -6 | 2 | -2 | -0.7 | 4
20 | O=C(O)c1cccc(-c2nnn(Cc3ccccc3Cl)n2)c1 | 4 | 3 | 4 | -3 | 1 | -1 | 2 | -1 | 0.0 | -3
21 | FC(F)(F)c1cnc(Oc2ccccc2-c2nnc(-c3ccc(Cl)cc3)o2)c(Cl)c1 | 1 | 1 | -13 | 8 | -16 | 2 | -6 | -6 | -1.5 | 4
22 | CC(C)NC(=O)C(=O)NC1CCCCCC1 | 3 | 2 | 2 | -13 | -1 | 8 | 3 | 0 | -0.2 | 8
23 | CCOC(=O)c1c(NC(=O)CCC(=O)NCc2ccco2)sc2c1CCCC2 | 0 | 2 | -9 | -7 | -5 | -6 | 4 | 13 | -1.2 | -21
24 | CCOc1ccc(NC(=O)CN2CCN(CC(=O)Nc3ccc(OC)cc3)CC2)cc1 | 2 | -2 | -2 | -12 | -3 | -7 | 2 | 11 | -2.0 | -5
25 | O=S(=O)(c1ccc(F)cc1)N1CCN(Cc2ccccn2)CC1 | -5 | -1 | -1 | 7 | -1 | -2 | 0 | -1 | -1.6 | 1
26 | COc1cccc(NC(=O)C(Sc2nnc3ccccn23)c2ccccc2)c1 (configuration not stated) | 2 | -1 | -11 | -5 | -6 | -6 | 2 | -4 | 0.6 | -3
27 | Cc1ccc(C(=O)O/N=C(/c2nonc2N)N(C)C)cc1 | 0 | 3 | -4 | 3 | -3 | -7 | 3 | 0 | 1.4 | -2
28 | O=[N+]([O-])c1ccc(N=Nc2c(Cl)cc(O)cc2Cl)cc1 | 33 | -7 | 30 | 7 | 1 | 77* | -5 | 22 | -4.9 | 67*
29 | CC(C)(C)c1nnc(NS(=O)(=O)c2ccc(F)cc2)s1 | 3 | -1 | 4 | -3 | 5 | 4 | -2 | -2 | 0.5 | -7
30 | O=C1C=CC(=O)N1c1ccccc1N1C(=O)C=CC1=O | 4 | 6 | 33 | -7 | 26 | -2 | 4 | 5 | 1.5 | 0
31 | Cn1cnnc1Sc1ccc(/C=C(\CCC(=O)O)c2nc3ccccc3s2)cc1[N+](=O)[O-] | 16 | 3 | 3 | -6 | -1 | 2 | 2 | 5 | -1.9 | 1
32 | CCOC(=O)CCCCCC(=O)Nc1ccc2c(c1)C(=O)N([C@@H](C)CO)C[C@@H](C)[C@H](CN(C)C(=O)Nc1ccccc1)OCCCC[C@H](C)O2 | 6 | -5 | 3 | 10 | -3 | -14 | 4 | 3 | 1.4 | -11
33 | COC(=O)Cc1cc(=O)n(-c2nc3ccccc3s2)[nH]1 | 61* | 0 | 2 | -16 | -2 | 24 | -8 | 10 | -0.8 | 35
34 | CCNC(=O)COC(=O)/C=C/c1c(C)nn(Cc2cccc(OC)c2)c1Cl | -5 | 0 | 2 | -9 | 6 | -4 | 6 | 4 | 0.0 | -6
35 | COc1ccc(-c2cc(NC=O)c3ncc(-c4ccc(OC)c(OC)c4)n3c2)cc1OC | 11 | 13* | 13 | 7 | 12 | -6 | 0 | 3 | 0.0 | /
36 | CC12CCC(C(=O)Nc3cc(F)ccc3F)(CC1=O)C2(C)C (configuration not stated) | -3 | -4 | 0 | 4 | 3 | 4 | 5 | -12 | -1.2 | 0

Another view of part of the listing above:
Fields: rCAG binder | SMARCA2 activ | NPR1 activator | ARFGAP1 inhibitor | GC-B act | mABHD4 FP | Rev-erbA mod | ASAP1 inh | PG9 Ab binder | HTRA1 inhibitor
12	COc1cccc(N2C(N)=NC(N)=NC2(C)C)c1
  1 | 1 | 0 | -15 | 3 | 12 | 3 | 0 | -0.1 | 1
18	O=c1c2cccnc2[nH]c(=S)n1CCC1=CCCCC1
  -1 | -2 | 2 | 4 | -7 | 0 | -3 | -4 | 1.6 | 0
25	O=S(=O)(c1ccc(F)cc1)N1CCN(Cc2ccccn2)CC1
  -5 | -1 | -1 | 7 | -1 | -2 | 0 | -1 | -1.6 | 1
20	O=C(O)c1cccc(-c2nnn(Cc3ccccc3Cl)n2)c1
  4 | 3 | 4 | -3 | 1 | -1 | 2 | -1 | 0.0 | -3
17	CC(=O)N1CCOc2ccc(S(=O)(=O)N3CCN(c4cccc(C(F)(F)F)c4)CC3)cc21
  2 | -2 | -4 | 9 | -6 | -10 | -3 | -15 | 0.2 | -24
1	COc1ccc2cc1Oc1ccc(cc1)C[C@H]1c3cc(c(OC)cc3CCN1C)Oc1c(OC)c(OC)cc3c1[C@H](C2)N(C)CC3
  5 | 8 | -9 | -2 | -7 | -1 | -5 | 1 | -1.5 | 0

Next section
cpd | compound | rCAG binder | SMARCA2 activ | NPR1 activator | ARFGAP1 inhibitor | GC-B act | mABHD4 FP | Rev-erbA mod | ASAP1 inh | PG9 Ab binder | HTRA1 inhibitor
37 | CCCc1cc(=O)n2[nH]c(Cc3ccccc3)nc2n1 | 0 | 2 | 5 | 3 | 1 | 1 | -8 | 7 | -0.4 | 5
38 | O=c1cc(Cl)[nH]c(=O)n1Cc1ccc(F)cc1 | 1 | 0 | 0 | -8 | 0 | 0 | -1 | 1 | -1.0 | 3
39 | CCOc1ccc(CC2NCCc3cc(OCC)c(OCC)cc32)cc1OCC (configuration not stated) | -2 | 1 | 6 | 5 | 4 | -8 | 0 | 3 | -0.9 | -8
40 | CCn1c2ccccc2c2cc([N+](=O)[O-])ccc21 | 11 | -2 | 13 | 3 | 15 | -2 | -2 | 0 | -0.8 | -23
41 | Nc1nonc1C(=O)NC(c1ccccc1)c1ccccc1 | -1 | -1 | 0 | 1 | 2 | -4 | 10 | -7 | -0.6 | -10
42 | O=C(C1=C[C@@H](C2CCCCC2)C[C@@H](OCCCCO)O1)N1CCN(Cc2ccc3c(c2)OCO3)CC1 | 1 | 1 | -1 | 8 | -2 | -1 | -5 | 2 | 1.0 | -12
43 | c1ccc2cc(Cn3ccnc3)ccc2c1 | -2 | 6 | -2 | -8 | -1 | 0 | -8 | -8 | 0.1 | -3
44 | O=C(NNC(=O)c1cccc2ccccc12)c1ccc(Br)cc1 | 3 | -3 | -4 | -3 | -2 | 1 | 0 | -7 | 0.2 | 3
45 | Cc1ccc(N(Cc2cc(=O)[nH]c3ccccc23)C(=O)C(C)C)cc1 | -5 | -4 | -12 | 5 | -7 | 1 | -3 | 7 | -0.1 | -4
46 | CCOCCOC(=O)C1=C(C)N(C)C(=O)NC1c1cc(Cl)c(O)c(OC)c1 (configuration not stated) | 1 | -3 | -7 | -1 | -3 | 6 | -7 | -2 | 0.8 | 8

Screens: PubChem, several laboratories
